GDH-TPI counter: inhibits GDH-TPI coupling enzymes, artifact for Mtb FBA screen. GDH-TPI coupled enzyme counterscreen, NADH absorbance. inhibition, % at 4.8 µM. hit rate 1.2% among 360,000;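 further: 0% = DMSO wells and 100% = wells lacking the enzyme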
BoNT F protease: inhibitors of Botulinum neurotoxin F light chain protease; Multiplex microsphere protease cleavage assay, flow cytometry; inhibition, % at 10 µM; hit rate 0.22% among 360,000; AID 588497; in the data active means inhibition above about 35%, passing the limit was not always enough; inconclusive means no clear call, values can overlap the other calls; further: plate controls were buffer without enzyme for full effect and enzyme alone for no effect
CCHFV vOTU inh: blocks the CCHF virus ovarian tumor domain protease | hit rate 0.55% among 370,000 | AID 651958 | CCHFV vOTU protease, Pep-AMC fluorescence | inhibition, % at 11.5 µM; further: 0% = vehicle wells with enzyme and 100% = no enzyme wells
PrPC TRFRET: inhibitors of human cell surface prion protein PrPC; P04156; TR-FRET read-out; inhibition, % at 13.8 µM; hit rate 0.43% among 370,000; AID 720596; in the data active means inhibition above about 24%; further: 0% = median of the test wells and 100% = reference compound wells
FadD28 binding: M. tuberculosis FadD28 bisubstrate binding inhibition. AID 588549. FadD28 bisubstrate probe binding, fluorescence polarization. inhibition, % at 12.5 µM. hit rate 0.22% among 360,000; in the data active means inhibition above about 8.5%, passing the limit was not always enough; inconclusive means no clear call, values can overlap the other calls
UGM FP inh: Mtb UDP-galactopyranose mutase inhibition | AID 504406 | hit rate 0.06% among 320,000 | inhibition, % at 10 µM | purified UGM, fluorescence polarization probe displacement | P9WIQ1; in the data active means inhibition above about 10%, passing the limit was not always enough; inconclusive means no clear call, values can overlap the other calls
Target sequence (P9WIQ1 whole entry, looked up): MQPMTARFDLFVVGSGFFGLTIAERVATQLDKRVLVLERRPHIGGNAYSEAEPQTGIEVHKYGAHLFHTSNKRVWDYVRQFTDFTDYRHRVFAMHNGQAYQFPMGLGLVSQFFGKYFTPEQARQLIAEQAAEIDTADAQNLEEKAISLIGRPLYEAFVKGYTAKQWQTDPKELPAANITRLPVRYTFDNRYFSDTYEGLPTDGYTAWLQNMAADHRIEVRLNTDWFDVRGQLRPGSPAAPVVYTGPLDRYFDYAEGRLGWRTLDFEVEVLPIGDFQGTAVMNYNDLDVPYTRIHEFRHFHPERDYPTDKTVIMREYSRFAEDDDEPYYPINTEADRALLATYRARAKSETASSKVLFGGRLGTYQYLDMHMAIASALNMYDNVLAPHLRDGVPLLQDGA
BoNT A protease: blocks Botulinum neurotoxin A light chain protease; AID 588499; hit rate 0.17% among 360,000; inhibition, % at 10 µM; multiplex microsphere protease substrate cleavage, flow cytometry; in the data active means inhibition above about 30%; inconclusive means no clear call, values can overlap the other calls; further: plate controls were buffer without enzyme for full effect and enzyme alone for no effect
BioA inh: inhibitors of Mycobacterium tuberculosis BioA enzyme | purified M. tuberculosis BioA enzyme, plate reader | inhibition, % at 9.99 µM | hit rate 0.096% among 360,000; in the data active means inhibition above about 40%; inconclusive means no clear call, values can overlap the other calls
FBA Mtb inh: inhibits M. tuberculosis FBA enzyme | purified M. tuberculosis FBA, fluorescence read-out | hit rate 2.3% among 360,000 | inhibition, % at 1 µM | P9WQA3; in the data active means inhibition above about 27%;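 further: 0% = vehicle and 100% = reference inhibitor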
Target sequence (P9WQA3 whole entry, looked up): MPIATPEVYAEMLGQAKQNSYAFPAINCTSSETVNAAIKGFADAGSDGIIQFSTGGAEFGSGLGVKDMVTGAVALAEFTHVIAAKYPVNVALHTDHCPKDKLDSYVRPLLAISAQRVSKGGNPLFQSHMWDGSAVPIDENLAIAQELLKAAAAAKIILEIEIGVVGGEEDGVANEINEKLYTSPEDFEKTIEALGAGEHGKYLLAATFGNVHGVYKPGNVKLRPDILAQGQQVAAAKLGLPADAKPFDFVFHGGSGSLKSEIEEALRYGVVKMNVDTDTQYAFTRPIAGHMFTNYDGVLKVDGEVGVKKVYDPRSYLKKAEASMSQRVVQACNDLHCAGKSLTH
The depositor's hits bear a star; ? = inconclusive; . = no result given; & = joins results of further samples. Unless noted, no stated cut-off is given here; in the data, active means inhibition above about 30%; inactive means the rest. No enrichment for hits; overall some 4.8% were active at least once.

item	Structure	GDH-TPI counter	BoNT F protease	CCHFV vOTU inh	PrPC TRFRET	FadD28 binding	UGM FP inh	BoNT A protease	BioA inh	FBA Mtb inh
1	CN1CCC(=O)N([C@H](CSc2ccccc2)c2ccccc2)CC1	16	-3	0	-5	-1.7	0.3	-0.2	-0.6	1
2	COc1ccc(Cl)cc1NC(=O)COC(=O)c1ccc(C)o1	-2	-5	-11	2	-3.8	0.8	-0.4	-0.8	-2
3	Cn1c(=O)c2cc(NC(=O)OCCF)ccc2n1Cc1cccc(C(F)(F)F)c1	5	-4	-195	9	0.3	.	0.0	1.3	183*
4	CC1CC(C)CN(CCCNC(=O)Cn2ncn3cccc3c2=O)C1 (configuration not stated)	-5	2	-12	0	-0.4	4.9	-0.8	.	-1
5	O=C(COC(=O)C12CC3CC(CC(C3)C1)C2)NCCCc1ccccc1	-11	1	17	-4	-0.9	-1.4	0.6	.	-2
6	CN(C(=O)CS(=O)(=O)c1cn(CC(=O)N2CCCC2)c2ccccc12)c1ccccc1	12	-6	12	2	-2.2	0.7	0.2	1.3	9
7	O=S(=O)(NC(=S)c1ccccc1)c1ccccc1	13	-6	6	-6	-1.5	4.0	-1.5	.	0
8	COc1ccccc1CNc1nc(NCc2ccccc2)nc2ccsc12	19	-15	-1	7	-1.8	.	-1.3	0.1	2
9	CCCCC1CC(=O)NC1(C(=O)OCC)C(=O)OCC (configuration not stated)	0	-2	-7	1	-2.0	.	-0.2	.	0
10	COc1cccc(C2=NOC(C(=O)NC3CCCCC3)C2)c1 (configuration not stated)	2	6	-6	-9	-0.2	-1.6	0.6	.	1
11	Cc1ccccc1NC(=O)CSc1nnc(Cc2cccn2C)n1-c1ccc(F)cc1	3	-4	-2	-4	-3.1	0.0	-0.4	1.7	-2
12	O=C(O)CCSc1nnc(COc2cccc3cccnc23)n1-c1ccccc1	0	4	4	-2	-3.2	-1.2	0.5	.	3
13	COc1ccc(/C=N/Nc2nc(Nc3ccccc3)nc(N3CCCC3)n2)cc1	4	-2	5	0	-3.6	2.7	-0.4	.	-2
14	CC(C)c1ccc2c(c1)C(c1ccc(N3CCOCC3)cc1)=NNC(c1cccs1)=N2	9	4	-2	-2	-3.2	1.4	-0.8	-1.1	0
15	CCCCCC(=O)NC(=S)Nc1cccc(C(C)=O)c1	3	-5	13	7	-1.0	2.0	0.2	0.8	-1
16	Cc1ccc(S(=O)(=O)Nn2c(O)c(C=C3N=c4ccccc4=N3)sc2=S)cc1	23	-5	11	-10	-0.9	-1.9	8.5	.	-14
17	O=C(Nc1ccccc1F)Nc1cc(S(=O)(=O)N2CCOCC2)ccc1N1CCCC1	-4	-3	-10	5	-2.1	0.6	-0.7	.	-2
18	O=C1CC(c2cccc(Cl)c2)CC(O)=C1C=NC1CCCC1 (configuration not stated)	2	-2	3	0	-1.1	-0.7	-1.1	0.8	-4
19	CCOc1cc(/C=N/NC(=O)c2cccnc2)ccc1OCc1ccc(C(=O)OC)o1	10	5	4	1	-5.2	-0.2	-0.9	.	-2
20	COc1ccc(CNC(=O)c2onc(C)c2Cl)cc1	-1	-5	1	4	1.5	4.0	-0.2	2.6	4
21	CCOC(=O)C1=CN(Cc2cccc(F)c2)S(=O)(=O)N(C)C1c1ccccc1 (configuration not stated)	-8	8	10	8	-3.3	.	0.2	-0.8	-2
22	O=[N+]([O-])c1ccccc1S(=O)(=O)N1CCc2ccccc2C1	1	1	5	-1	-5.0	1.0	-0.2	.	0
23	O=C(Oc1cccc2cccnc12)c1cccc([N+](=O)[O-])c1	5	-6	-11	-11	-1.2	1.9	-1.2	.	3
24	COc1cc(OC)cc(C(=O)NCC(=O)OC(C)C(=O)NC(C)C2CC3CCC2C3)c1 (configuration not stated)	6	-6	-10	10	-5.0	-1.7	-0.1	0.6	4
25	COC(=O)c1ccc(Oc2nc(C(N)=O)cc(-c3ccccc3)n2)cc1	7	-8	-4	-4	-1.5	-0.4	0.0	0.0	1
26	O=S1(=O)CCN(Cc2cccnc2)CC1	8	6	-24	3	-1.5	.	-0.3	-1.3	-2
27	C[C@@H]1CN([C@H](C)CO)C(=O)CCCn2nncc2CO[C@H]1CN(C)Cc1ccccc1C(=O)O	5	-4	-4	3	-0.9	.	-0.5	0.7&-1.6	3
28	Cc1ccc(C)c(S(=O)(=O)NCC(=O)Nc2sc3c(c2C(N)=O)CCC(C)C3)c1 (configuration not stated)	15	6	9	-1	-2.6	-3.6	0.1	-0.5	-1
29	COc1ccccc1C(C)NC(=O)c1ccc(NC(=O)CC2SC(N3CCCC3)=NC2=O)cc1 (configuration not stated)	6	-8	7	-3	-2.4	.	-0.5	0.2	0
30	CCNS(=O)(=O)c1ccc(NC(=O)c2cc(C(F)(F)F)nn2C)cc1	2	3	5	1	-1.3	1.4	1.0	3.3	-2
31	CSCc1cc(N(C)C)nc(SCc2ccc(Cl)cc2Cl)n1	-4	-8	8	-2	-2.6	1.8	-1.1	0.6	-1
32	Cc1ccc(C(=O)C(C)OC(=O)C2CCN(c3ccc(C(F)(F)F)cn3)CC2)cc1 (configuration not stated)	6	.	-4	-7	-2.2	.	.	.	0
33	CCOC(=O)C1CCCN(c2nc3ccccc3nc2C(C#N)C(=O)NCc2ccccc2)C1 (configuration not stated)	11	-26	4	-6	-3.5	1.0	12	-4.6	-6
34	O=C(N/N=C/c1cc([N+](=O)[O-])ccc1O)c1c[nH]c2ccccc12	39*	-7	10	3	0.5	1.5	-1.5	.	-5
35	O=C(CN(Cc1ccccc1Cl)C(=O)c1ccc(CN2CCOCC2)o1)NCC1CCCO1 (configuration not stated)	1	17	13	-6	-2.1	-6.1	1.2	1.3	0
36	COc1ccc(N2CCN(C(=O)c3ccc(-c4nc5ccccc5s4)o3)CC2)cc1	13	-6	9	-6	-3.5	0.0	-1.0	0.5	-1
37	COc1ccc(C2CC(c3cccs3)=NN2c2nc(C)c(C(C)=O)s2)cc1OC (configuration not stated)	16	7	-11	-6	-0.4	.	64*	12	16
38	Cc1cccc(-c2ccc(C=Nc3c(C)n(C)n(-c4ccccc4)c3=O)o2)c1	37*	?	20	3	-2.0	-0.1	-2.3	0.3	3
39	CC1CN(C(=O)c2scc3c2OCCO3)CC(C)O1 (configuration not stated)	-6	-5	7	-6	-1.6	0.6	-0.4	0.2	0
40	Cc1cc(CSc2ccccc2)ccc1NC(=O)c1ccc(CN2CCOCC2)cc1	5	2	8	4	-1.6	2.1	1.0	.	0
41	O=S(=O)(c1ccc(Br)s1)N1CCc2ccccc2C1	4	-1	1	6	-3.1	-0.2	-0.3	-2.2	0
42	O=C(c1ccc(CNS(=O)(=O)c2ccc(Br)cc2)cc1)N1CCCCC1	1	2	7	-3	0.4	-1.0	-1.6	.	5
43	Cc1noc(C)c1Cc1c(Cl)cccc1Cl	4	-8	2	1	-2.2	-2.7	0.3	-1.8	-2
44	CCCCOc1ccc(C(=O)NCC(=O)N(C)CC(=O)Nc2ccc(N3CCOCC3)cc2)cc1	-6	-3	8	16	-2.6	0.2	-1.1	0.0	-1
45	CCC(NS(=O)(=O)c1ccc(C)cc1)C(=O)N1CCC2(O)CCCCC2C1 (configuration not stated)	3	-4	6	3	-4.2	-0.5	0.2	0.5	1
46	Cc1cc(N2CCN(C)CC2)nc2ccc(NC(=O)CCC(=O)N3CCN(c4ccc([N+](=O)[O-])cc4)CC3)cc12	8	7	9	-21	-2.5	1.5	2.0	0.8	-5
47	COc1cccc(C(=O)OCC(=O)Nc2ccccc2N2CCOCC2)c1	-11	-12	5	2	-1.3	3.3	0.5	16	3
48	NC(=O)/C(=C\c1ccccc1)NC(=O)/C=C/c1ccccc1	1	-11	-2	2	-2.3	-0.2	-0.5	0.5	-2
49	Cc1cc(C)c(C)c(S(=O)(=O)NCC(=O)Nc2sc3c(c2C(N)=O)CCCC3)c1C	10	7	5	6	2.1	4.9	1.0	5.0	8
50	CC1(C)CC(=O)C=C(NNC(=O)c2ccccc2)C1	6	-5	-15	-1	-2.1	-0.1	-0.8	-4.0	-2
51	CCOCCCNC(=O)c1ccc(-n2c(=S)[nH]c3ccccc3c2=O)cc1	10	0	8	5	-0.4	-5.0	0.4	-1.5	0
52	CCOC(=O)Cn1c(=O)c(F)cn(Cc2ccc(OC)c([N+](=O)[O-])c2)c1=O	-2	23	8	-12	-2.3	3.2	0.3	1.3	-2
53	Cc1cccc(-c2noc(CCC(=O)NCC3CCCO3)n2)c1 (configuration not stated)	4	-1	-8	-2	-3.8	.	0.3	-0.3	-5
54	Cc1ncoc1C(=O)NCCC(c1ccccc1)c1ccccc1	-7	-2	-5	6	-7.2	2.0	-0.1	.	0
55	COc1ccccc1/C=C/C=N/NC(=O)c1ccncc1	44*	-5	14	-12	-0.6	1.1	-0.7	.	-6
56	CCCn1nnnc1NC(=O)COc1ccc(CC)cc1	-7	-4	-14	-7	-2.4	0.6	0.0	.	0
57	CCOC(=O)c1nnc(-c2ccc(C)cc2)nc1Sc1ccc(Cl)cc1	0	-21	5	2	-0.3	-2.8	-0.1	-1.6	-1
58	CSC1=NC(C)(C)C=C(/C=C/c2ccc(Cl)cc2Cl)N1	2	1	10	-3	-3.2	5.1	0.4	-0.5	1
59	C[C@H](CO)N1C[C@H](C)[C@@H](CN(C)C(=O)c2ccc3ccn(C)c3c2)OCc2cnnn2CCCC1=O	4	-1	-5	-4	-0.7	.	-0.3	-1.4&-2.3	4
60	Cc1c(NS(=O)(=O)c2ccc(C(=O)NCc3ccccc3)cc2)c(=O)n(-c2ccccc2)n1C	3	3	7	-5	-0.7	-0.3	1.3	2.4	0
61	CCN1C[C@@H]2[C@@H]3C(=O)N(Cc4ccccc4)C(=O)[C@@H]3[C@](CC)(C1=O)N2C(=O)c1ccc(C(C)(C)C)cc1	6	-18	-1	2	0.6	.	-0.6	-0.6	4

Screening data from PubChem.
